IDH1 mut inh: blocks human IDH1 R132H reductase activity | inhibition, % at 10 µM | O75874 | diaphorase/resazurin fluorescence, 60 min | actives 0.18% (n = 70,000); in the data active = inhibition above about 34%;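 also: 0% = DMSO and 100% = no enzyme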
Target sequence (O75874 whole entry R132H): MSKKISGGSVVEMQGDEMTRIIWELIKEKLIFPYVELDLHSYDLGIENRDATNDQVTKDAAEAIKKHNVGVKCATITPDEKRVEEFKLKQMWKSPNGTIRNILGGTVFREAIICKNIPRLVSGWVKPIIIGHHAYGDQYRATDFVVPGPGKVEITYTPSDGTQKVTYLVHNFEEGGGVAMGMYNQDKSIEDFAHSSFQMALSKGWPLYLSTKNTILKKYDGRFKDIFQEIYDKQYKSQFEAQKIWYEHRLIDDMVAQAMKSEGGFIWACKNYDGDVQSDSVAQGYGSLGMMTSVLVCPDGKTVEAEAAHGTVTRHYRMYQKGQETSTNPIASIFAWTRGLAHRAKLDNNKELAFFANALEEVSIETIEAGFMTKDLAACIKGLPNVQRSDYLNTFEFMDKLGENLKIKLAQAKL
EZH2 inh: inhibitors of human EZH2/PRC2 methyltransferase; AID 651548; PRC2 H3K27 methylation, DELFIA TRF, 1 h; actives 0.35% (n = 57,000); inhibition, % at 12.5 µM;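 active = mean inhibition of replicates at least 50% and every single replicate also reaching 50%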;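 also: dimethyl H3K27 on biotinylated H3 21-44 peptide detected by antibody; plate controls were median neutral control wells for no effect and median positive control wells for full effect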
The depositor's hits bear a star; x = no result given. Only part of the results is shown; the hit share may differ from the screen's.

#	smiles	IDH1 mut inh	EZH2 inh
1	CO[C@@H]1CN(C)C(=O)c2ccc(NC(C)=O)cc2OC[C@@H](C)N(Cc2cccc(F)c2)C[C@@H]1C	-0.2	3.9
2	CN(C)CC(=O)N[C@H]1CC[C@H](CC(=O)NCCN2CCCCC2)O[C@H]1CO	0.1	-6.7
3	O=C(Nc1ccc(F)cc1)Nc1ccc2c(c1)[C@@H]1C[C@@H](CC(=O)N3CCOCC3)O[C@@H](CO)[C@@H]1O2	-0.1	-5.8
4	CCCc1cn(CC[C@H]2CC[C@H](NC(=O)C3CCOCC3)[C@H](CO)O2)nn1	0.6	-2.3
5	C[C@H]1CN([C@@H](C)CO)C(=O)c2cc(C#Cc3cccc(F)c3)cnc2O[C@H]1CN(C)C(=O)C1CCOCC1	0.3	13.4
6	Cc1nnc(Sc2ccc(/C=N/NC(=O)CCCCCCC(=O)Nc3ccccc3O)o2)n1C	x	16.1
7	C[C@@H]1CCCCO[C@H](CN(C)Cc2ccncc2)[C@H](C)CN([C@H](C)CO)C(=O)c2cc(N(C)C)ccc2O1	-0.4	2.0
8	CCCNC(=O)N(C)C[C@@H]1Oc2ncc(C#CC3CCCCC3)cc2C(=O)N([C@H](C)CO)C[C@@H]1C	-1.9	-9.7
9	Cc1sc(NC(=O)C2CC(Cl)=CCC2C(=O)O)c(C#N)c1C (centres undefined)	-0.2	-1.0
10	CC(C)OC(=O)C(C)Sc1ncnc2scc(-c3ccc(Br)cc3)c12 (centres undefined)	0.4	30.9
11	C[C@@H]1CN([C@H](C)CO)C(=O)c2cc(NC(=O)Cn3cnnn3)ccc2O[C@H]1CN(C)C(=O)Nc1ccccc1	5.3	x
12	O=C(OCCN1CCCCC1)c1cccc(COc2ccc3ccccc3c2)c1	-2.3	27.4
13	COCCNC(=O)C[C@H]1C[C@H]2c3cc(NC(=O)NC4CCCC4)ccc3O[C@H]2[C@@H](CO)O1	0.2	-10.5
14	COc1cc(OC)cc(C(=O)Nc2ccc(OCC(=O)O)cc2)c1	-0.4	-9.0
15	O=C(C[C@@H]1C[C@@H]2c3cc(NC(=O)C4CCC4)ccc3O[C@@H]2[C@H](CO)O1)NCCN1CCCCC1	-0.2	-1.9
16	O=C(COc1ccc([N+](=O)[O-])cc1)Nc1ccc(Cl)c(-c2nc3ccccc3s2)c1	0.3	-1.6
17	Cc1ccc(S(=O)(=O)N(C)C[C@@H]2OCCCC[C@@H](C)Oc3ccc(NC(=O)Nc4ccc5c(c4)OCO5)cc3C(=O)N([C@H](C)CO)C[C@@H]2C)cc1	0.2	x
18	C[C@@H]1CN([C@H](C)CO)S(=O)(=O)c2ccc(C#CCC3CCCC3)cc2O[C@H]1CN(C)Cc1ccc(C(=O)O)cc1	45.9*	58.1*
19	C[C@@H]1CN([C@@H](C)CO)C(=O)c2cc(NS(C)(=O)=O)ccc2O[C@@H]1CN(C)Cc1ccc2c(c1)OCO2	1.3	-6.2
20	O=C(O)CNC(=O)C(CS)Cc1ccccc1 (centres undefined)	0.4	x
21	COC(=O)CCCCCCC(=O)N/N=C/c1ccccc1	-0.1	22.0
22	C[C@H]1CN([C@@H](C)CO)C(=O)c2cc(-c3cccc(F)c3)cnc2O[C@H]1CN(C)S(C)(=O)=O	-0.2	-9.4
23	CCCN(C)C[C@@H]1OCCCC[C@@H](C)Oc2ccc(NC(=O)Nc3ccc(OC)cc3)cc2C(=O)N([C@H](C)CO)C[C@@H]1C	-1.7	-9.5
24	C[C@H]1CN([C@@H](C)CO)C(=O)Cc2cc(NC(=O)Cn3cnnn3)ccc2O[C@H]1CN(C)C(=O)Nc1ccccc1	0.6	x
25	C[C@@H]1CN([C@H](C)CO)C(=O)c2cc(NC(=O)Nc3ccccc3)ccc2O[C@H]1CN(C)S(=O)(=O)c1ccc(Cl)cc1	x	-1.3
26	COc1ccccc1NC(=O)c1ccccc1NC(=O)COc1ccccc1C	0.4	25.2
27	CO[C@H]1CN(C)C(=O)c2ccc(NC(=O)C3CC3)cc2OC[C@H](C)N(Cc2ccncc2)C[C@H]1C	-0.1	3.6
28	C[C@@H]1CN([C@@H](C)CO)S(=O)(=O)c2ccc(C#CCC3CCCC3)cc2O[C@@H]1CN(C)C(=O)c1ccccn1	x	0.3
29	O=C(Nc1ccc(F)cc1)N[C@@H]1CC[C@H](CCNS(=O)(=O)c2ccccc2F)O[C@H]1CO	0.2	2.1
30	C[C@@H]1CN([C@H](C)CO)S(=O)(=O)c2ccc(C#C[C@@H](C)O)cc2O[C@H]1CN(C)C(=O)C1CCC1	x	-4.2
31	C[C@@H]1CN([C@H](C)CO)C(=O)c2cccc(N(C)C)c2O[C@@H]1CN(C)C	x	-5.1
32	COc1ccc(NC(=O)Nc2ccc3c(c2)[C@@H]2C[C@@H](CC(=O)N4CCCCC4)O[C@@H](CO)[C@@H]2O3)cc1	3.3	-11.5
33	O=C(CCN1C(=O)C2C3C=CC(C4CC34)C2C1=O)Oc1cccc2cccnc12 (centres undefined)	0.7	1.8
34	CCC(=O)N(C)C[C@@H]1Oc2cc(C#Cc3ccccc3)ccc2S(=O)(=O)N([C@H](C)CO)C[C@@H]1C	0.4	-13.1
35	C[C@H](CO)N1C[C@H](C)[C@H](CN(C)Cc2ccncc2)OCCCC[C@H](C)Oc2ccc(NS(C)(=O)=O)cc2C1=O	2.1	5.3
36	O=C(Nc1ccccc1F)N[C@@H]1CC[C@H](CCNC(=O)C2CCCCC2)O[C@H]1CO	-0.8	8.5
37	COC(=O)C[C@H]1C[C@@H]2c3cc(NS(=O)(=O)c4ccc(OC)cc4)ccc3O[C@@H]2[C@H](CO)O1	-0.5	-6.0
38	Cc1ccc(S(=O)(=O)N(C)C[C@H]2Oc3cc(Br)ccc3S(=O)(=O)N([C@@H](C)CO)C[C@@H]2C)cc1	-1.6	0.5
39	COc1ccc(NC(=O)Nc2ccc3c(c2)C(=O)N([C@H](C)CO)C[C@@H](C)[C@H](CN(C)C(=O)Nc2ccc4c(c2)OCO4)O3)cc1	2.2	x
40	CC(=O)N[C@@H]1CC[C@H](CCNC(=O)C2CC2)O[C@H]1CO	0.6	-4.2
41	O=C(C1=C[C@@H](C2CC2)C[C@@H](OCCCCO)O1)N1CCOCC1	x	-3.2
42	C[C@@H]1CCCCO[C@H](CN(C)Cc2ccccc2)[C@H](C)CN([C@@H](C)CO)C(=O)c2cc(NC(=O)Nc3cccc4ccccc34)ccc2O1	0.6	x
43	COc1cc([N+](=O)[O-])ccc1NC(=S)NCc1ccccn1	-0.1	-1.5
44	CC1(C)CC[C@]2(C(=O)O[C@@H]3O[C@H](CO)[C@@H](O)[C@H](O)[C@H]3O)CC[C@]3(C)C(=CCC4[C@@]5(C)C[C@@H](O)[C@H](O)[C@@](C)(COC(=O)c6cc(O)c(O)c(O)c6)C5[C@H](O)C[C@]43C)[C@@H]2C1 (some centres undefined)	-0.7	x
45	C[C@@H]1CCCCO[C@H](CN(C)S(=O)(=O)c2cccs2)[C@H](C)CN([C@@H](C)CO)C(=O)c2cc(N(C)C)ccc2O1	1.2	5.6
46	CC(=O)Nc1ccccc1NC(=O)CN1C(=O)c2ccccc2C1=O	-0.2	14.1
47	C[C@H](CO)N1C[C@H](C)[C@@H](CN(C)Cc2ccc(Cl)c(Cl)c2)OCc2cn(nn2)CCCC1=O	-1.0	4.2
48	O=C(C[C@@H]1CC[C@H](NC(=O)Nc2cccc(F)c2)[C@H](CO)O1)NCC1CC1	0.4	1.2
49	CC(=O)N(C)C[C@@H]1Oc2ncc(C#CCc3ccccc3)cc2C(=O)N([C@@H](C)CO)C[C@@H]1C	0.9	-7.3
50	C[C@H](CO)N1C[C@H](C)[C@@H](CN(C)Cc2ccc(Oc3ccccc3)cc2)Oc2ccc(NC(=O)CCN3CCOCC3)cc2C1=O	-2.3	x
51	C[C@@H]1CN([C@H](C)CO)C(=O)c2cccc(NC(=O)NC3CCCCC3)c2O[C@@H]1CN(C)S(=O)(=O)c1ccc(F)cc1	x	-12.3
52	O=C(Nc1ccccc1)C1=C[C@@H](c2ccc(Br)cc2)C[C@@H](OCc2ccc(CO)cc2)O1	x	27.6
53	COc1ccc(NC(=O)N(C)C[C@@H]2Oc3c(NC(=O)Nc4ccccc4)cccc3C(=O)N([C@H](C)CO)C[C@H]2C)cc1	1.7	8.2
54	Cc1ccc(S(=O)(=O)N2C(=O)CCC2C(N)=O)cc1 (centres undefined)	-0.1	x
55	Cc1coc(C)c1C(=O)CC1(O)C(=O)N(CCc2ccccc2)c2ccc(Cl)cc21 (centres undefined)	0.5	-8.8
56	C[C@H]1CN([C@@H](C)CO)C(=O)c2cccc(NS(=O)(=O)c3cccs3)c2O[C@H]1CN(C)Cc1ccc(C(=O)O)cc1	1.4	x
57	Cc1cc(C)c2nc(-c3ccccn3)cc(C(=O)NCc3ccco3)c2c1	1.8	x
58	COc1cccc(-c2cnc3c(c2)C(=O)N([C@@H](C)CO)C[C@H](C)[C@@H](CN(C)CC2CCOCC2)O3)c1	-2.5	x
59	C=CCN1Cc2ccccc2[C@@H]2OC(c3ccc(OCCCO)cc3)=N[C@]2(CCS(=O)(=O)c2ccccc2)C1=O	x	-2.0
60	O=C(CSc1nnc(-c2cnccn2)n1-c1ccccc1)Nc1ccc(Br)cc1	0.1	-8.6

Laid out differently: 5 of the compounds above
43) COc1cc([N+](=O)[O-])ccc1NC(=S)NCc1ccccn1
48) O=C(C[C@@H]1CC[C@H](NC(=O)Nc2cccc(F)c2)[C@H](CO)O1)NCC1CC1
44) CC1(C)CC[C@]2(C(=O)O[C@@H]3O[C@H](CO)[C@@H](O)[C@H](O)[C@H]3O)CC[C@]3(C)C(=CCC4[C@@]5(C)C[C@@H](O)[C@H](O)[C@@](C)(COC(=O)c6cc(O)c(O)c(O)c6)C5[C@H](O)C[C@]43C)[C@@H]2C1 (some centres undefined)
54) Cc1ccc(S(=O)(=O)N2C(=O)CCC2C(N)=O)cc1 (centres undefined)
46) CC(=O)Nc1ccccc1NC(=O)CN1C(=O)c2ccccc2C1=O
Assay by compound | 43 | 48 | 44 | 54 | 46
IDH1 mut inh | -0.1 | 0.4 | -0.7 | -0.1 | -0.2
EZH2 inh | -1.5 | 1.2 | x | x | 14.1

Next part
#	smiles	IDH1 mut inh	EZH2 inh
61	COC(=O)c1c(NC(=O)COc2ccccc2C(C)C)sc2c1CCCC2	-0.3	1.0
62	C[C@H](CO)N1C[C@H](C)[C@H](CN(C)S(=O)(=O)c2cn(C)cn2)Oc2ccc(NC(=O)CCCCCC(=O)Nc3ccccc3N)cc2C1=O	-0.5	20.5
63	CC(CN1CCCCC1)NC(=O)c1cc(-c2ccccn2)nc2ccc(Cl)cc12 (centres undefined)	-0.1	-0.4
64	C[C@H](CO)N1C[C@H](C)[C@@H](CN(C)S(C)(=O)=O)Oc2c(NC(=O)C3CCCCC3)cccc2C1=O	1.2	-1.4
65	COc1ccc(CN(C)C[C@H]2Oc3ccc(NC(=O)NC(C)C)cc3CC(=O)N([C@@H](C)CO)C[C@@H]2C)cc1	0.0	x
66	C[C@@H]1CN([C@@H](C)CO)C(=O)c2cccc(NS(=O)(=O)c3cccs3)c2O[C@H]1CN(C)C(=O)Nc1ccc(C(F)(F)F)cc1	1.1	x
67	C[C@H]1CN([C@@H](C)CO)C(=O)c2cccc(NC(=O)Nc3ccc4c(c3)OCO4)c2O[C@H]1CN(C)S(=O)(=O)c1ccc(Cl)cc1	1.0	x
68	CCCN(C)C[C@H]1Oc2ncc(C#CC3CC3)cc2C(=O)N([C@H](C)CO)C[C@@H]1C	2.4	-16.1
69	C[C@H](CO)N1C[C@H](C)[C@H](CN(C)S(=O)(=O)c2ccc(F)cc2)Oc2c(NC(=O)Nc3ccc(F)cc3)cccc2C1=O	-1.9	x
70	C/C=C/c1ccc2c(c1)O[C@H](CN(C)C(=O)c1ccccc1F)[C@H](C)CN([C@H](C)CO)S2(=O)=O	0.4	8.2
71	CO[C@H]1CN(C)C(=O)c2ccc(NC(=O)c3ccc4c(c3)OCO4)cc2OC[C@H](C)NC[C@H]1C	-0.2	-6.7
72	C[C@@H]1CN([C@@H](C)CO)C(=O)Cc2cc(NC(=O)CCN3CCOCC3)ccc2O[C@H]1CN(C)Cc1ccc(Cl)c(Cl)c1	0.6	-12.3
73	C[C@H](CO)N1C[C@H](C)[C@@H](CN(C)Cc2cncnc2)Oc2cc(C3=CCCC3)ccc2S1(=O)=O	6.2	-4.6
74	C[C@@H]1CN([C@H](C)CO)C(=O)c2cc(NC(=O)Cc3ccccc3)ccc2O[C@@H]1CN(C)S(=O)(=O)c1ccccc1	-1.0	0.9
75	C[C@@H](NC(=O)C[C@H]1C=C[C@@H](NC(=O)Cc2ccccn2)[C@H](CO)O1)c1ccccc1	0.0	9.0
76	COc1ccc(S(=O)(=O)N[C@@H]2CC[C@H](CCn3cc(C(C)C)nn3)O[C@@H]2CO)cc1	-1.4	2.1
77	COc1cccc(OC)c1C(=O)NCCCO	0.0	x
78	Cc1nc(-c2c(C(=O)NN)noc2C)cs1	0.3	-62.3
79	O=C(NCc1ccccn1)c1cc(-c2ccccc2)on1	1.0	x
80	C[C@@H]1CCCCO[C@H](CN(C)C(=O)CCC(F)(F)F)[C@@H](C)CN([C@@H](C)CO)C(=O)c2cc(NS(=O)(=O)c3ccccc3)ccc2O1	-4.2	x
81	C[C@@H]1CN([C@@H](C)CO)C(=O)c2cc(NC(=O)C3CCCCC3)ccc2O[C@@H](C)CCCCO[C@H]1CN(C)S(=O)(=O)c1cn(C)cn1	-1.1	x
82	O=C(Nc1ccccc1F)N[C@H]1CC[C@H](CCNS(=O)(=O)c2ccc(Cl)cc2)O[C@@H]1CO	0.0	8.1
